Tb PYK inh = T. brucei pyruvate kinase inhibition; Q57TT1; TbPYK enzyme, Kinase-Glo Plus ATP luminescence, 45 min; Potency, µM (doses to about 76.8 µM), inactives show at the highest dose activity, negative = inhibition, hits mostly inhibitors; 410,000 tested, 0.12% active; active = well fitted inhibition curve with a large enough effect; note: nearly all actives have a fitted effect of over 50% in size
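TbPYK + substrate in 50 mM TEA pH 7.2, 100 mM KCl, 10 mM MgCl2, 0.05% BSA, 0.01% Tween-20; cpd pinned; ADP 130 uM final; 45 min RT; Kinase-Glo Plus 10 min; luminescence endpoint.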
* marks the source's active call; other numbers are inactive results; [ ] = another dose, or the depositor's remark. % is set by controls: 0 for no effect and ±100 for the full control effect; potency is the fitted concentration of half-maximal effect. A portion of the library, so the mix of outcomes need not match the whole.

SMILES	Tb PYK inh
CC(C)C#Cc1cnc2c(c1)C(=O)N([C@@H](C)CO)C[C@@H](C)[C@H](CN(C)Cc1cccc(F)c1)O2	2%
COc1ccc(S(=O)(=O)N2CCCCC2c2cc(C(=O)NCc3cccnc3)no2)cc1 (stereo not drawn)	-5%
COCCCNc1ccn2nc(-c3ccccc3)cc2n1	1%
COCCNC(=O)c1ccc(-c2nc(CN3CCc4ccccc43)c(C)o2)cc1	-6%
CCc1cccc(C)c1NC(=O)c1cc(S(=O)(=O)N(Cc2ccc(C(=O)OC)cc2)Cc2ccc(OC)c(OC)c2)ccc1F	3%
CC(=O)C1(O)CCC2C3CC(C)C4=CC(=O)C=CC4(C)C3(F)C(O)CC21C (stereo not drawn)	-2%
CC(C)c1nn2c(=O)cc(COC(=O)COc3ccccc3F)nc2s1	-3%
Cc1cc(C)c(S(=O)(=O)NCC(c2ccco2)N2CCOCC2)c(C)c1 (stereo not drawn)	-6%
COc1ccc(N2CC(NC(=O)c3ccc(S(=O)(=O)N4CCCC4)cc3)CC2=O)cc1 (stereo not drawn)	0%
CC1(C(=O)O)CCCN(C(=O)c2cc3ccccc3s2)C1 (stereo not drawn)	-12%
Cc1ccc([C@H]2N[C@]3(CCCN(Cc4ccc(Cl)cc4)C3=O)[C@H]3C(=O)N(C)C(=O)[C@@H]23)cc1	1%
CCOc1ccc2nc(N3CCCC(C(=O)NCCc4ccc(OC)cc4OC)C3)sc2c1 (stereo not drawn)	3%
COc1cc(C=O)ccc1OCc1cn(CC(=O)c2ccc(O)cc2)nn1	2%
CCOc1ccc(Nc2cc(C)c(C#N)c3nc4ccccc4n23)cc1	2%
COc1ccc(OC)c(NC(=O)N2CCC3(CC2)Oc2ccccc2C(=O)N3Cc2ccccc2F)c1	1%
CCOc1ccccc1NC(=O)COC(=O)COc1c(Cl)cc(Cl)c2ccc(C)nc12	5%
CC(=O)Nc1ccc(NC(=O)c2ccc3c(c2)CCN3S(=O)(=O)c2ccc(C)cc2)cc1	-1%
CCc1ccc([C@@H]2C[C@H]3[C@@H](CN2S(=O)(=O)c2ccc(C)cc2)C(=O)C[C@@H](c2ccccc2F)N3S(=O)(=O)c2ccc(C)cc2)cc1	3%
Cc1ccc(S(=O)(=O)c2cnc(SCC(=O)Nc3cccc(Cl)c3)nc2N)cc1C	0%
Cc1cnc2c(c1SCC(=O)N(C)c1ccccc1)c(=O)n(C)c(=O)n2C	-11%
COc1ccc(C(C#N)CC(=O)c2ccc3c(c2)OCO3)cc1OC (stereo not drawn)	-3%
O=C1NC[C@H](CCCCN2CCN(Cc3ccccc3)C(=O)C2=O)N(Cc2ccccc2)C1=O	4%
O=C(NC1(C(F)(F)F)C(=O)Nc2c1c(=O)[nH]c(=O)n2-c1ccc(Cl)cc1)c1ccccc1F (stereo not drawn)	2%
CCn1cc(/C=C(\NC(=O)c2ccccc2F)C(=O)N2CCN(C)CC2)c2ccccc21	-11%
CCC1CCc2nc3sc(C(=O)Nc4ccc(F)c(Cl)c4)c(N)c3cc2C1 (stereo not drawn)	0%
Cc1cn([C@H]2C[C@H](O)[C@@H](CCC(=O)NCCc3cccs3)O2)c(=O)[nH]c1=O	-2%
O=C1C=C(c2ccc3c(c2)OCO3)CCC1	-1%
CCN(CC)C(=O)C1=C(C)N(CCCN2CCCC2=O)C(=O)C(CC(=O)NC2CCCCC2)C1 (stereo not drawn)	6%
CC(=O)C1=CCC(c2cccs2)N(S(=O)(=O)c2ccc(C)cc2)C1 (stereo not drawn)	-3%
COc1cccc(C(O)c2nc(/C=C/c3ccccc3)cs2)c1 (stereo not drawn)	-12%
Cc1ccc(NC(=O)Cn2c(=O)n(CC(=O)NCCc3ccccc3)c(=O)c3ccccc32)cc1	-3%
COc1cccc(C=C(C(C)=O)C(=O)c2ccccc2)c1	-2%
CCc1ccc(-c2csc(-c3cc4cc(Br)ccc4oc3=O)n2)cc1	-11%
CCOc1ccc(C(=O)NCc2nc3cccnc3n2Cc2ccc(F)cc2)cc1OCC	2%
C[C@@H]1CN([C@@H](C)CO)C(=O)c2cc(/C=C/c3ccccc3)cnc2O[C@@H]1CN(C)S(=O)(=O)c1ccc(F)cc1	2%
COc1cccc(NC(=O)CSc2ncc3c(n2)-c2ccc(Cl)cc2N(C)S3(=O)=O)c1	0%
O=c1[nH]c(SCc2ccc([N+](=O)[O-])cc2)nc2c1CCCC2	4%
Cc1c(C(=O)NCC(c2ccc(Cl)cc2)N2CCOCC2)oc2ccccc12 (stereo not drawn)	4%
Cc1ccc(Cl)cc1N1CCN(C(=O)c2cn(CC(C)C)c(=O)c3c2c2ccccc2n3C)CC1	2%
CCOc1ccccc1NC(=O)CN1CCCN(Cc2cccc(Cl)c2)S1(=O)=O	0%[15.4 µM]
C=C1CC2(OC1=O)c1ccccc1CCc1ccccc12	-6%
CCOC(=O)C1(C)C=C(Nc2cccc(C(=O)O)c2)C(=O)N1c1ccccc1 (stereo not drawn)	-10%
CCCCC(=O)N(C)c1c(C)nc2ccc(C(=O)NCc3ccccc3OC)cn12	-2%
COc1ccc(S(=O)(=O)N2CCC[C@H]2C(=O)N2CCC[C@H]2C(=O)NCc2ccccn2)cc1C	1%
CCOc1ccccc1NC(=O)CN1C(=O)COc2ccc(S(=O)(=O)Nc3ccccc3)cc21	-2%

An excerpt from above in order of heavy-atom count, low to high:
SMILES	Tb PYK inh
O=C1C=C(c2ccc3c(c2)OCO3)CCC1	-1%
COc1cccc(C=C(C(C)=O)C(=O)c2ccccc2)c1	-2%
O=c1[nH]c(SCc2ccc([N+](=O)[O-])cc2)nc2c1CCCC2	4%
COc1cccc(C(O)c2nc(/C=C/c3ccccc3)cs2)c1 (stereo not drawn)	-12%
CC(=O)C1=CCC(c2cccs2)N(S(=O)(=O)c2ccc(C)cc2)C1 (stereo not drawn)	-3%
CCc1ccc(-c2csc(-c3cc4cc(Br)ccc4oc3=O)n2)cc1	-11%
Cc1cn([C@H]2C[C@H](O)[C@@H](CCC(=O)NCCc3cccs3)O2)c(=O)[nH]c1=O	-2%
Cc1c(C(=O)NCC(c2ccc(Cl)cc2)N2CCOCC2)oc2ccccc12 (stereo not drawn)	4%
CCOc1ccccc1NC(=O)CN1CCCN(Cc2cccc(Cl)c2)S1(=O)=O	0%[15.4 µM]
CCCCC(=O)N(C)c1c(C)nc2ccc(C(=O)NCc3ccccc3OC)cn12	-2%
COc1cccc(NC(=O)CSc2ncc3c(n2)-c2ccc(Cl)cc2N(C)S3(=O)=O)c1	0%
CCn1cc(/C=C(\NC(=O)c2ccccc2F)C(=O)N2CCN(C)CC2)c2ccccc21	-11%
CCOc1ccc(C(=O)NCc2nc3cccnc3n2Cc2ccc(F)cc2)cc1OCC	2%
CCN(CC)C(=O)C1=C(C)N(CCCN2CCCC2=O)C(=O)C(CC(=O)NC2CCCCC2)C1 (stereo not drawn)	6%
Cc1ccc(NC(=O)Cn2c(=O)n(CC(=O)NCCc3ccccc3)c(=O)c3ccccc32)cc1	-3%
C[C@@H]1CN([C@@H](C)CO)C(=O)c2cc(/C=C/c3ccccc3)cnc2O[C@@H]1CN(C)S(=O)(=O)c1ccc(F)cc1	2%

Next part
SMILES	Tb PYK inh
CCOc1ccc(Br)cc1CNCCSc1nnnn1-c1ccccc1	-9%
O=C(CCS(=O)(=O)c1cc(Br)cc2c1N(C(=O)C1CC1)CC2)Nc1ccc(C(F)(F)F)cc1	-4%
Cc1ccc(NC(=O)CN2C(=O)C(c3ccccc3)=NC2(C)C)cc1C	-6%
C=CC[N+]1([C@H]2C[C@H]3[C@@H]4CC[C@H]5C[C@H](OC(C)=O)[C@@H](N6CCCCC6)C[C@]5(C)[C@H]4CC[C@]3(C)[C@H]2OC(=O)CC)CCCCC1	-7%
CCC(C)[C@H]1CN=C(N)N1CCc1cccc(F)c1 (stereo partly drawn)	-4%
Cc1ccc2c(CC(=O)Nc3c(C(=O)c4ccc(C)c(F)c4)oc4ccccc34)coc2c1	-1%
O=[N+]([O-])c1ccc(NCCNc2ccc([N+](=O)[O-])cc2)cc1	-6%
CC(C)CN(C(=O)COC(=O)CNC(=O)c1ccccc1F)c1c(N)n(Cc2ccccc2)c(=O)[nH]c1=O	9%
COc1ccc(-c2csc(C(NC(C)=O)c3cccc(F)c3)n2)cc1 (stereo not drawn)	-12%
COc1ccc(NC(=O)N2CCCn3nc(C)cc32)cc1OC	-1%
O=C1C(O)=CC(=C(c2ccccc2)c2ccccc2)c2ccccc21	4%
COc1ccc(-c2nc3c4ccccc4n(CC(=O)Nc4ccc(C(C)C)cc4)c(=O)n3n2)cc1	-1%
Cc1nc2ccccc2c(=O)n1/N=C/c1cc(Br)cc(Br)c1O	0%
Cc1ccc(C)c(OCC(=O)OCc2csc(CC(=O)Nc3ccccc3C)n2)c1	-1%
COc1cc(NC(=O)c2noc3c2CCc2ccccc2-3)cc(OC)c1OC	2%
O=C(C1CCCCC1)N1C[C@@H](n2cc(C3CC3)nn2)[C@H](O)C[C@@H]1c1ccc(Cl)cc1	2%
Cc1c(Cl)cccc1NC(=O)C1CC2CCC1C2 (stereo not drawn)	2%
COc1ccc(-c2csc(NC(C)c3nc4cc(Cl)c(N5CCCCC5)cc4n3CCCO)n2)cc1 (stereo not drawn)	6%
CC(=O)Nc1cccc(NC(=O)C2CCCO2)c1 (stereo not drawn)	2%
CCCNC(=O)c1onc(CSc2ccc(Cl)cc2)c1C(=O)NCCC(C)C	2%
COc1cc2ncc(C(=O)c3ccc(C)cc3)c(N3CCCCC3)c2cc1OC	-9%
Cc1cc(C)c(S(=O)(=O)NCC(c2ccco2)S(=O)(=O)c2ccccc2)c(C)c1 (stereo not drawn)	1%
Cc1cccc(N2CCN(c3ncnc4c3cnn4-c3ccc(Cl)cc3)CC2C)c1 (stereo not drawn)	3%
Cc1cc(Cl)ccc1OCC(=O)N(Cc1ccco1)Cc1ccccc1F	-1%
Cc1ccc2c(c1)-c1c(cnn1CC(=O)N1CCN(c3ccccc3F)CC1)CO2	1%
COc1ccc(-c2[nH]c3c(c2-c2c(-n4cccc4)n(C)c(=O)n(C)c2=O)c(=O)n(C)c(=O)n3C)cc1	-6%
CCC(C(=O)NCCc1ccc(Cl)cc1)n1nc(C)c2c(C)n(-c3ccccc3)nc2c1=O (stereo not drawn)	2%
COC(=O)C1=C(c2cc3ccccc3o2)C[C@@H]2CC[C@H]1N2C(=O)NCc1ccc(F)cc1	2%
Cc1ccc(N2CC(NC(=O)/C=C\c3ccc4c(c3)OCO4)CC2=O)cc1C (stereo not drawn)	-3%
COc1ccc(C(=O)N2CCC3(CC2)CN(c2ccc(-c4ccccc4)cc2)C3)cc1	0%
Cc1ccc(SCC(=O)N2CCN(c3ccc(F)cc3)CC2)cc1	1%
Cc1cc2c(cc1C)NC1(C[C@H]3CCC(=O)N4CC[C@@H](C1)[C@@H]34)C(=NC(C)(C)CC(C)(C)C)N2 (stereo partly drawn)	-9%
COc1ccc2c(c1)c(N1CCCC1=O)c(C(=O)Nc1ccc(Cl)cc1C)n2C	7%
CCOc1ccc(-c2ccc(NS(=O)(=O)c3ccc(C)cc3)cc2)nn1	-1%
FC(F)(F)c1ccccc1Cc1c(-c2cccc(Br)c2)nc2c3ccccc3ccn12	1%
CN1CCN(C2CN(Cc3ccc([N+](=O)[O-])cc3)S(=O)(=O)C2)CC1 (stereo not drawn)	-7%
CCc1ccc(-n2nc(CO)c(C(=O)NCc3ccccc3OC)n2)cc1	-4%
Cc1sc2nc(-c3ccccc3F)oc(=O)c2c1C	1%
CC(C)N(C(=O)Cn1cc(SCC(=O)Nc2ccccc2F)c2ccccc21)C(C)C	1%
Cc1cc(O)ccc1-c1ccc2nncn2c1	-11%
COc1cccc(N2CCN(C(=O)c3cc4c(=O)oc5ccc(C)cc5c4s3)CC2)c1	4%
CCCCOc1ccc(C(=O)Nc2ccc(-c3cc4ccccc4oc3=O)cc2)cc1	-1%
O=S(=O)(c1ccccc1)N1CCC[C@@]2(CCN(C(c3ccccc3)c3ccccc3)C2)C1	-4%
COc1cc(Cn2c(=O)sc3ccccc32)ccc1OCCC(C)C	-1%
CCCCC1(CC)SCC(=O)NC1=O (stereo not drawn)	6%
CCc1ccc(CSc2nc(-c3ccc(OC)cc3)nc3c2Cc2c(CO)cnc(C)c2O3)cc1	-1%
C=CCOc1ccc(C2C(C(=O)c3cccs3)=C(O)C(=O)N2c2nnc(C)s2)cc1 (stereo not drawn)	-2%
Cc1cccc(-n2nc(C)c3c2NC(=O)CSC3c2ccccc2Cl)c1 (stereo not drawn)	3%
CCCCC[C@@H](C)N1C[C@H](COCc2ccccc2)Oc2cc(N3CC[C@H](N(C)C)C3)ccc2S1(=O)=O	-5%
COc1ccccc1-c1nnc(SC(C)C(=O)NCC2CCCO2)n1C (stereo not drawn)	5%
COc1cccc(CN2CCC2(C)C(=O)Nc2cccc(NS(C)(=O)=O)c2)c1OC (stereo not drawn)	-5%
O=C(NCCc1ccccc1Cl)c1cc(COc2ccc(F)cc2F)on1	2%
C(=C\c1ccccc1)/CN1CCN(C(c2ccccc2)c2nnnn2C2CCCC2)CC1 (stereo not drawn)	2%
COc1ccc(N2CCN(C(=O)c3c(C)oc4ncn(CC(C)C)c(=O)c34)CC2)cc1	-14%
Cn1c(=O)c2[nH]c(=O)[nH]c2n(C)c1=O	0%
Cc1cc(C)n2nc(C(=O)OCC(=O)Nc3cc(S(=O)(=O)N4CCOCC4)ccc3Cl)nc2n1	3%
CCc1ccccc1NC(=O)NC(CC)Cn1nnc2ccccc2c1=O (stereo not drawn)	-4%
COc1ccc2c(Sc3ccc(Cl)cc3)c(C(=O)NCCCN3CCCCC3)[nH]c2c1	-2%

High-throughput results from PubChem BioAssay.
